Gal4-VP16 FLuc = VP16 counterscreen qHTS for inhibitors of ROR gamma transcriptional activity | Drosophila S2 Gal4-VP16 UAS-luciferase, luminescence, 20 h | Potency, µM (highest dose often 53.6 µM), without a hit: at the highest dose activity, negative = inhibition, usual class: inhibitors | actives 3.5% (n = 310,000);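 further: Gal4-VP16 expression switched on by copper sulfate through the metallothionein promoter; potency means the concentration at half of the fitted maximal effect; on the % scale 0 is the no-effect control and ±100 the full control effect; nearly all actives have a fitted effect of over 50% in size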
FLuc counter = qHTS profiling assay for firefly luciferase inhibitor/activator using purifed enzyme and Km concentrations of substrates (counterscreen for miR-21 project); AID 588342, 2011; Luciferin 4-monooxygenase (Photinus pyralis), P08659; Potency, µM (highest dose often 57.5 µM), inactives show at the top dose activity change, negative = inhibition, actives largely listed as inhibitors; actives 6.9% (n = 360,000); purified FLuc, Km substrates, luminescence inhibition;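 further: potency means the concentration at half of the fitted maximal effect; plate controls were vehicle for no effect and reference inhibitor for full effect; nearly all actives have a fitted effect of over 55% in size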
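Biochemical qHTS of compounds, final roughly 60 µM downward over six points, against 10 nM purified firefly luciferase using Km concentrations of substrates (10 uM D-luciferin, 10 uM ATP) in Tris acetate pH 7.5 buffer; luminescence output.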
p53 reactivation = qHTS assay for re-activators of p53 using a Luc reporter; H1299 p53-A138V BP100-luciferase reporter, luminescence, 24 h; Potency, µM (top dose mostly 92.2 µM), without a hit: top-dose activity change, positive = activation, usual class: activators; actives 0.063% (n = 320,000); AID 504706, 2011; further: potency means the concentration at half of the fitted maximal effect; % of control where 0% means no effect; nearly all actives have a fitted effect of over 45% in size
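H1299 (p53-null), stable ts p53-A138V + BP100-Luc; 1000 cells/well, Opti-MEM/10% FBS; cpd 4 pt, 1:5; 24 h, 37 deg C, 5% CO2; detection reagent 10 min RT; luminescence.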
NPC1 prom act = qHTS Assay for NPC1 Promoter Activators; Potency, µM (series often up to 9.22 µM), inactives show top-dose activation, usual class: activators; actives 2.4% (n = 320,000); Huh7 NPC1 promoter luciferase reporter, 24 h;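 further: potency means the concentration at half of the fitted maximal effect; % of control where 0% means no effect; nearly all actives have a fitted effect of over 60% in size; reporter is driven by a mutant NPC1 promoter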
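Luciferase expression driven by the NPC1 promoter was measured in stably transfected Huh7 cells after a 24 h compound incubation, using a luciferase reagent and a luminescence read.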
ELG1 genotoxic = qHTS screen for small molecules that induce genotoxicity in human embryonic kidney (HEK293T) cells expressing luciferase-tagged ELG1 | HEK293T ELG1-luciferase reporter, luminescence, 16 h | Potency, µM (doses to about 46 µM), for the others: at the highest dose activity change, positive = activation, usual class: activators | actives 1.3% (n = 330,000); further: potency means the concentration at half of the fitted maximal effect; % of control where 0% means no effect; nearly all actives have a fitted effect of over 60% in size
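HEK293T cells expressing luciferase-tagged ELG1 were treated with compound or DMSO for 16 hr at 37°C. Luciferase activity was then read after 30 min with ONE-Glo at room temperature; rising signal flags genetic stress.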
BRCA1 expr act = qHTS Assay to Identify Small Molecule Activators of BRCA1 Expression. MCF7-BRCA1-FFLuc reporter, luminescence, 48 h; response scale: scaled: vehicle 0%, 10 µM genistein 100%. Potency, µM (titrated, usually from 46.1 µM), inactives show at the top dose activation, usual class: activators. actives 1.1% (n = 380,000); further: potency means the concentration at half of the fitted maximal effect; nearly all actives have a fitted effect of over 80% in size; some results filed as inactive show a strong effect at the top dose
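Cells: MCF7-BRCA1-FFLuc, 2000/well. Exposure: 48 h, 37 °C, 5% CO2. Read: luminescence, 15 min post-substrate. Controls: genistein 10 microM (maximal activation), DMSO (neutral).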
Rab9 promoter act = qHTS Assay for Rab9 Promoter Activators; Huh7 Rab9 promoter-luciferase reporter, luminescence, 24 h; Potency, µM (doses to about 9.22 µM), without a hit: at the highest dose activation, negative = inhibition, actives largely listed as activators; actives 2.8% (n = 320,000); AID 485297, 2010; further: potency means the concentration at half of the fitted maximal effect; % of control where 0% means no effect; nearly all actives have a fitted effect of over 60% in size
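Promoter activation is measured as luciferase luminescence in Huh7 cells stably transfected with a Rab9 promoter–luciferase construct, following 24 h compound exposure at 37 °C and 10 min reagent incubation at ambient temperature.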
PKM2 act = qHTS Assay for Activators of Human Muscle isoform 2 Pyruvate Kinase; actives 0.34% (n = 260,000); purified PKM2, Kinase-Glo ATP luminescence, activation; response scale: 0% is enzyme alone, no compound; Pyruvate kinase PKM (Homo sapiens), P14618; AID 1631, 2009; Potency, µM (top dose mostly 57.5 µM), for inactives: at the highest dose activation, usual class: activators; further: potency means the concentration at half of the fitted maximal effect; on the % scale 0 is the no-effect control and ±100 the full control effect; nearly all actives have a fitted effect of over 55% in size
Target sequence (P14618 whole entry, looked up, canonical isoform): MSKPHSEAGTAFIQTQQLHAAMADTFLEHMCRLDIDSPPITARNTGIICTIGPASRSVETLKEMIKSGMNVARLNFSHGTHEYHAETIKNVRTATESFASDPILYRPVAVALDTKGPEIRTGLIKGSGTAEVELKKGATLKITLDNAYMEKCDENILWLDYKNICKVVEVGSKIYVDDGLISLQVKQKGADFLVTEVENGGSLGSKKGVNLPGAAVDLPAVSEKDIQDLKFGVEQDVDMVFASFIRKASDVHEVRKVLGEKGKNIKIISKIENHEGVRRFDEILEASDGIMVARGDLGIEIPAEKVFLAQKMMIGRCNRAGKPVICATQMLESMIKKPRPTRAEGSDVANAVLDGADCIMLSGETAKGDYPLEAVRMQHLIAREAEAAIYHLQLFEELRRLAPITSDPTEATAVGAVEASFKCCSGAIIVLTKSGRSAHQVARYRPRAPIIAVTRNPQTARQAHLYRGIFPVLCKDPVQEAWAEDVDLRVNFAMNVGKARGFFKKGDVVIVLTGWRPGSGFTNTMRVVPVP
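hPK-M2, >95% pure; 0.1 mM ADP / 0.5 mM PEP final; imidazole pH7.2 buffer w/ 7 mM MgCl2, 50 mM KCl; 1 h RT; Kinase-Glo lum. Intermediate enzyme activity for dual inhibitor/activator qHTS.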
Menin MLL FP TR = qHTS Assay for Inhibitors Targeting the Menin-MLL Interaction in MLL Related Leukemias: Competition With Texas Red Labeled MLL-derived Mutant Peptide | actives 0.23% (n = 270,000) | Potency, µM (titrated, usually from 61.6 µM), for the others: top-dose FP activity change, negative = inhibition, hits mostly inhibitors | O00255 | Menin + Texas Red MLL mutant peptide, fluorescence polarization | AID 1768, 2009; active means well fitted inhibition curve with a large enough effect in the polarisation, with a control signal flat, not every such curve was filed as active; inconclusive means small, poorly fitted or top-dose-only effect, or effect the other way, or a change in a side signal; inactive means no such curve, though single readings can be large or run the other way; the % refers to the polarisation; further: potency means the concentration at half of the fitted maximal effect; % of control where 0% means no effect; many of its hits are not listed in these tables
RORg inh = qHTS for inhibitors of ROR gamma transcriptional activity | Potency, µM (highest dose often 53.6 µM), inactives show at the top dose activity change, negative = inhibition, usual class: inhibitors | Drosophila S2 Gal4-RORgamma UAS-luciferase reporter, 20 h | actives 5.4% (n = 310,000) | Nuclear receptor ROR-gamma (Mus musculus), P51450; further: potency means the concentration at half of the fitted maximal effect; on the % scale 0 is the no-effect control and ±100 the full control effect; nearly all actives have a fitted effect of over 60% in size
Target sequence (P51450 whole entry, looked up, the tested form may be a part): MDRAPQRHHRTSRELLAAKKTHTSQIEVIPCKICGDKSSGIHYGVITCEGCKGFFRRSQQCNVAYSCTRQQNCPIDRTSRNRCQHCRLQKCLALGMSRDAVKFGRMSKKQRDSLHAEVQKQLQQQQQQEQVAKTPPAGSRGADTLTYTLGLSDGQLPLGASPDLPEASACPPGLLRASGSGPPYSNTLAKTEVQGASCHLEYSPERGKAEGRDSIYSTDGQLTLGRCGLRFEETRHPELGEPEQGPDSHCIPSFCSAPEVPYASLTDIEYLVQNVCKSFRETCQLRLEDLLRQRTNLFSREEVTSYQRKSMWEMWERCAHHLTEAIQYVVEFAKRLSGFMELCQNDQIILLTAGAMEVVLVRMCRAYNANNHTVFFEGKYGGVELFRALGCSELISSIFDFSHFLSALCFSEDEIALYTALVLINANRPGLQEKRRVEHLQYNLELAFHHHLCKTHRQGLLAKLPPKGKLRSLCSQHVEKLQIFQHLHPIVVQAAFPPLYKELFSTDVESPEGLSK
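Compounds are pin-transferred onto Drosophila Schneider cells expressing a copper-inducible Gal4–ROR gamma transactivation domain fusion. After 1 hr, copper sulfate is added to 700 uM final; luciferase is read 20 hr later.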
Giardia killer = Small Molecules that selectively kill Giardia lamblia: qHTS. activity change, % at 7.66 µM, hits read low. AID 540267, 2011. Giardia lamblia trophozoite viability. actives 0.15% (n = 340,000); in the data active means activity change below about -80%; inconclusive means between about -30% and that limit;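 further: parasites exposed to compound for two days anaerobically before the ATP read; on the % scale 0 is the no-effect control and ±100 the full control effect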
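Anaerobic 48 hrs incubation at 37 deg C of 100 trophozoites/well with test compounds; ATPLite 1-Step luminescence, 15-30 min RT, reports cellular ATP as viability.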
* = called active by the depositor; [ ] = another dose, or the depositor's remark. Unless noted, the call rests on the fitted dose curve; in most records, active means well fitted curve in the direction sought with a large enough effect; inconclusive means small, poorly fitted or top-dose-only effect, or another doubt; inactive means no such curve, though single readings can be large; an effect the other way counts as inactive or inconclusive.

How did Cc1ccc(S(=O)(=O)Cn2nnnc2C(CC(C)C)N2CCN(C(=O)c3ccco3)CC2)cc1 (configuration not stated) do in these assays?
Gal4-VP16 FLuc: -11.4%; FLuc counter: -0.1%; p53 reactivation: -3.9%; NPC1 prom act: 1.9%; ELG1 genotoxic: -0.9%; BRCA1 expr act: -37.6%; Rab9 promoter act: -5.7%; PKM2 act: 8.0%; Menin MLL FP TR: -4.1%; RORg inh: inconclusive; Giardia killer: -20.6

How did Cc1cccc(CSCC(=O)NCc2ccc(S(N)(=O)=O)cc2)c1 do in these assays?
Gal4-VP16 FLuc: 2.1%; FLuc counter: 3.8%; p53 reactivation: 5.2%; NPC1 prom act: -7.3%; ELG1 genotoxic: 3.6%; BRCA1 expr act: -13.2%; Rab9 promoter act: 0.4%; PKM2 act: -2.3%; Menin MLL FP TR: 2.6%; RORg inh: -9.2%; Giardia killer: -26.6

What do the screens show for `COc1ccc(-c2noc(CN(C)C(=O)CCN3C(=O)[C@H]4CC=CC[C@H]4C3=O)n2)cc1`?
Gal4-VP16 FLuc: -3.6%; FLuc counter: 1.4%; p53 reactivation: -2.4%; NPC1 prom act: -4.4%; ELG1 genotoxic: -4.1%; BRCA1 expr act: -5.6%; Rab9 promoter act: 7.4%; RORg inh: -2.6%; Giardia killer: 25.6

How did OC(COc1ccccc1)CN1CCCCCC1 (configuration not stated) do in these assays?
Gal4-VP16 FLuc: 4.5%; FLuc counter: 3.9%; p53 reactivation: 3.2%; NPC1 prom act: -4.1%; ELG1 genotoxic: 0.1%; BRCA1 expr act: 9.4%; Rab9 promoter act: -2.5%; PKM2 act: 2.9%; Menin MLL FP TR: -0.7%; RORg inh: 5.8%; Giardia killer: 29.4

What do the screens show for `CCC(CC)=N/N=C/c1c(O)n(CC)c2cc(C3=NNC(=O)CC3)ccc12`?
Gal4-VP16 FLuc: inconclusive; FLuc counter: inconclusive; p53 reactivation: -23.5%; NPC1 prom act: -0.3%; ELG1 genotoxic: -0.4%; BRCA1 expr act: -42.6%; Rab9 promoter act: 7.6%; PKM2 act: -3.1%; Menin MLL FP TR: -1.1%; RORg inh: inconclusive; Giardia killer: 4.0

What do the screens show for `Cc1cc(=O)oc2c(C)c(OCC(=O)NCC3CCC(C(=O)O)CC3)ccc12` (configuration not stated)?
Gal4-VP16 FLuc: -3.6%; FLuc counter: -0.6%; p53 reactivation: 14.4%; NPC1 prom act: 0.8%; ELG1 genotoxic: 0.7%; BRCA1 expr act: 1.5%; Rab9 promoter act: -1.5%; PKM2 act: inconclusive; Menin MLL FP TR: -15.3%; RORg inh: -8.3%; Giardia killer: -12.0

What do the screens show for `CC(=O)c1cccc(N(CC(=O)Nc2ccc(F)cc2)S(C)(=O)=O)c1`?
Gal4-VP16 FLuc: 0.7%; FLuc counter: -3.1%; p53 reactivation: 7.2%; NPC1 prom act: -2.7%; ELG1 genotoxic: 4.8%; BRCA1 expr act: 30.7%; Rab9 promoter act: -5.7%; PKM2 act: -4.2%; Menin MLL FP TR: 4.1%; RORg inh: 7.9%; Giardia killer: -3.1

Results for COc1ccccc1C(=O)N/C(=C\c1ccc(Br)cc1)C(=O)NCCO ?
Gal4-VP16 FLuc: -2.0%; FLuc counter: -2.1%; p53 reactivation: -5.6%; NPC1 prom act: -3.4%; ELG1 genotoxic: -6.0%; BRCA1 expr act: 10.3%; Rab9 promoter act: -1.6%; PKM2 act: -4.0%; Menin MLL FP TR: 12.1%; RORg inh: 17.9%; Giardia killer: 36.9[activator]

What do the screens show for `COC(=O)c1ccccc1SC1CC(=O)N(c2cccc(C)c2)C1=O` (configuration not stated)?
Gal4-VP16 FLuc: inconclusive; FLuc counter: -5.5%; p53 reactivation: 2.4%; NPC1 prom act: -0.7%; ELG1 genotoxic: 4.1%; BRCA1 expr act: -0.6%; Rab9 promoter act: -1.7%; PKM2 act: 10.5%; Menin MLL FP TR: 2.2%; RORg inh: inconclusive; Giardia killer: 20.2

How did CCOC(=O)C1=C(C)NC(=O)/C1=C\N(C)C do in these assays?
Gal4-VP16 FLuc: -4.5%; FLuc counter: -1.3%; p53 reactivation: -2.6%; NPC1 prom act: -1.1%; ELG1 genotoxic: -0.7%; BRCA1 expr act: -1.3%; Rab9 promoter act: -0.8%; PKM2 act: 0.8%; Menin MLL FP TR: 0.3%; RORg inh: -2.2%; Giardia killer: 0.0

What do the screens show for `Cc1ccc(C)c(NC(=O)CSc2nc(C)cc(C)c2C#N)c1`?
Gal4-VP16 FLuc: -13.8%; FLuc counter: -0.2%; p53 reactivation: -1.6%; NPC1 prom act: -0.6%; ELG1 genotoxic: 14.8%; BRCA1 expr act: -1.0%; Rab9 promoter act: -3.0%; PKM2 act: 3.1%; Menin MLL FP TR: 4.1%; RORg inh: -15.9%; Giardia killer: -6.8

How did O=[N+]([O-])c1cccc(Cl)c1NCCNS(=O)(=O)c1ccccc1 do in these assays?
Gal4-VP16 FLuc: 3.0%; FLuc counter: 1.6%; p53 reactivation: -11.3%; NPC1 prom act: 1.1%; ELG1 genotoxic: -2.2%; BRCA1 expr act: -3.5%; Rab9 promoter act: -7.2%; PKM2 act: 14.1µM*; Menin MLL FP TR: 33.3%[activator]; RORg inh: inconclusive; Giardia killer: -0.2

How did CCOc1ccc(NC(=O)c2sc3nc(N4CCOCC4)c4c(c3c2N)CCCC4)cc1 do in these assays?
Gal4-VP16 FLuc: 2.6%; FLuc counter: 1.2%; p53 reactivation: -1.4%; NPC1 prom act: -16.5%; ELG1 genotoxic: -0.5%; BRCA1 expr act: -1.7%; Rab9 promoter act: -3.1%; RORg inh: 1.9%; Giardia killer: -1.0

What do the screens show for `Cc1nc(NC(=O)c2ccco2)sc1C(=O)Nc1ccc(Br)cc1`?
Gal4-VP16 FLuc: 13.3%; FLuc counter: inconclusive; p53 reactivation: -16.7%; NPC1 prom act: -4.8%; ELG1 genotoxic: -0.3%; BRCA1 expr act: -87.5%; Rab9 promoter act: 0.5%; PKM2 act: -2.8%; Menin MLL FP TR: inconclusive; RORg inh: inconclusive; Giardia killer: -13.3

What do the screens show for `Cc1ccc(-c2csc(NC(=O)CCNC(=O)c3ccccc3Cl)n2)cc1`?
Gal4-VP16 FLuc: -15.4%; FLuc counter: inconclusive; p53 reactivation: 1.4%; NPC1 prom act: 1.7%; ELG1 genotoxic: -0.8%; BRCA1 expr act: -12.3%; Rab9 promoter act: -6.0%; PKM2 act: 5.6%; Menin MLL FP TR: 5.5%; RORg inh: inconclusive; Giardia killer: 15.9

How did CCOC(=O)c1c(C)c(C(=O)NCCc2ccc(S(N)(=O)=O)cc2)c(C)n1CC do in these assays?
Gal4-VP16 FLuc: 3.2%; FLuc counter: 4.3%; p53 reactivation: -8.6%; NPC1 prom act: -3.1%; ELG1 genotoxic: 1.8%; BRCA1 expr act: -4.8%; Rab9 promoter act: -6.4%; PKM2 act: -1.1%; Menin MLL FP TR: -1.5%; RORg inh: -16.7%; Giardia killer: -21.3

How did O=S(=O)(NCCNS(=O)(=O)c1ccccc1)c1ccccc1 do in these assays?
Gal4-VP16 FLuc: 4.9%; FLuc counter: -1.0%; p53 reactivation: -2.6%; NPC1 prom act: 0.8%; ELG1 genotoxic: -0.5%; BRCA1 expr act: 4.5%; Rab9 promoter act: -1.2%; PKM2 act: 3.7%; Menin MLL FP TR: -2.4%; RORg inh: -10.2%; Giardia killer: 7.7

Results for Cc1ccc(NC(=O)N2CCC(C(=O)NCC(C)C)CC2)cc1 ?
Gal4-VP16 FLuc: -5.3%; FLuc counter: 0.8%; p53 reactivation: 0.3%; NPC1 prom act: 0.0%; ELG1 genotoxic: 0.2%; BRCA1 expr act: 0.8%; Rab9 promoter act: 7.4%; PKM2 act: -3.7%; Menin MLL FP TR: -0.2%; RORg inh: 1.6%; Giardia killer: -12.7

High-throughput results deposited in PubChem BioAssay by National Center for Advancing Translational Sciences (NCATS).

Not all compounds are listed, so the mix of outcomes need not match the whole.
